KCNK9 block – blocks the human KCNK9 two-pore domain potassium channel; B-score at 10 µM; 310,000 tested, 1.2% active; Q9NPC2; HEK293 KCNK9, FluxOR thallium flux fluorescence; hits give low values;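 active means ratio B-score over 3 SD below the library mean, with starting fluorescence within 5 SD of its mean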;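 further: negative B-score means less thallium flux so channel inhibition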
Dyrk1A ADPGlo – blocks rat Dyrk1A kinase activity; ADP-Glo luminescence, NFATc1 peptide; inhibition, % at 12.5 µM; 310,000 tested, 0.43% active; AID 504441; in the data active means inhibition above about 50%;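 further: plate controls were vehicle with enzyme for no effect and no enzyme for full effect; many of its hits are not listed in these tables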
KCNK3 block – human KCNK3 channel inhibition, primary screen; CHO-KCNK3 thallium flux, FluxOR fluorescence; hits give low values; B-score at 10 µM; 340,000 tested, 0.84% active; AID 602410;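 active means B-score under library mean minus 4 SD, starting fluorescence ratio at most library mean plus 5 SD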;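 further: more negative B-score means stronger inhibition of thallium flux through KCNK3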
Target sequence (O14649 whole entry, looked up): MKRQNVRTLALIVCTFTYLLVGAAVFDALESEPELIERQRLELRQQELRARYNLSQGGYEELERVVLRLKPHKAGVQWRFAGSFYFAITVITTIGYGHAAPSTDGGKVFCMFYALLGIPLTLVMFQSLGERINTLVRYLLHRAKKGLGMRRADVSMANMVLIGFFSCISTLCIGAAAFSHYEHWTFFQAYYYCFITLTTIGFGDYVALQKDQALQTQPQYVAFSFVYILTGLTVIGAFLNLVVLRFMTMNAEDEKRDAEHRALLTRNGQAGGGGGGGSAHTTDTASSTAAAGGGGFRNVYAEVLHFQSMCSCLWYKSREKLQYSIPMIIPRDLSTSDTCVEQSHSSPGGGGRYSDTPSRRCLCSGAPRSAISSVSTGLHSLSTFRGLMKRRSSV
HDAC3 inh – inhibitors of human histone deacetylase 3 | recombinant HDAC3, fluorogenic peptide/trypsin coupled, fluorescence | inhibition, % at 8.3 µM | 320,000 tested, 0.15% active; in the data active means inhibition above about 26%, passing the limit was not always enough
Target sequence (O15379 whole entry, looked up): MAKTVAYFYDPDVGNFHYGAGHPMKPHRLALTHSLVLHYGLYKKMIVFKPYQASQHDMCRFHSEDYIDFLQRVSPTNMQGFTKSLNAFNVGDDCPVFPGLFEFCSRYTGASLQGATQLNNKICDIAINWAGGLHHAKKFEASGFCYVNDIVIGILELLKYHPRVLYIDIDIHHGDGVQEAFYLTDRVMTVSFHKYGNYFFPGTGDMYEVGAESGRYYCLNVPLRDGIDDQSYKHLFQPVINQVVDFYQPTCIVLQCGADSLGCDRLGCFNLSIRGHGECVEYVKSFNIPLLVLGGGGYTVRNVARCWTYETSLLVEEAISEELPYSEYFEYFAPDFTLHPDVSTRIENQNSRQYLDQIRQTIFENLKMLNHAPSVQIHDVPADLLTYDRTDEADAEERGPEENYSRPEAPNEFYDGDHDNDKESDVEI
KCNQ1 act – potentiates or activates the human KCNQ1 potassium channel. P51787. CHO-K1 KCNQ1, thallium flux FluxOR fluorescence; hits give high values. B-score at 10 µM. 310,000 tested, 0.35% active. AID 2648;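 active means fluorescence ratio B-score, a plate-corrected score, at least three library SD, with initial intensity B-score within 5 SD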
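Material: CHO-K1 cells stably expressing KCNQ1. Medium: assay buffer for compound exposure, DMSO matched across wells. Reagent: K+/Tl+ depolarizing stimulus. Compound dosing: single-concentration screen. Times: 37 °C overnight plating, 90-min dark dye load, 20-min compound pretreatment. Technique: FluxOR Tl+ flux fluorescence.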
KCNQ1 block – inhibitors of human KCNQ1 potassium channel; 310,000 tested, 1.3% active; AID 2642; CHO-K1 KCNQ1, FluxOR thallium flux fluorescence; hits give high values; B-score at 10 µM; P51787;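 active means compounds whose thallium flux B-score, printed positive for inhibition, exceeds three library SD while starting fluorescence stays within three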;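 further: channel opened by potassium depolarization with thallium stimulus after 20 min compound exposure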
GSK3B inh – blocks human GSK3beta kinase activity | 300,000 tested, 0.038% active | GST-GSK3beta kinase, ADP-Glo luminescence, 60 min; hits give low values | activity score (negative = inhibition), % at 10 µM | P49841;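 active means more than half of replicate wells score below -50%, meaning over 50% inhibition versus plate controls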;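 further: 0% = median DMSO wells and -100% = median GW8510 positive control wells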
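Test system: GST-tagged human GSK3beta kinase, cell-free; evaluation: activity score scaled between in-plate DMSO and GW8510 controls; measured by: ADP-Glo luminescence; incubation: 60 min reaction, RT; benchmarks: DMSO and 20 µM GW8510; reagent: peptide substrate plus 25 µM ATP (final); medium: Tris/MgCl2 kinase buffer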
PolyA inhibitor – inhibitors of polyadenylation in S. cerevisiae; S. cerevisiae SKY197-pL101 polyadenylation reporter, beta-gal luminescence; efflux-impaired pdr1/pdr3 knockout yeast; score 100 = 6 SD above DMSO; calls only at 12 µM; 300,000 tested, 0.02% active; AID 1875;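 active means lowest replicate activity score at least 50, where 100 means six control SD above control mean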;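 further: yeast exposed to compound for 9 h at 30 °C; higher score means more reporter readthrough which indicates perturbed polyadenylation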
GSK3A inh – blocks human GSK-3 alpha kinase; inhibition, % at 10 µM; AID 2650; ADP-Glo luminescence, 60 min; 320,000 tested, 0.1% active; P49840;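 in the data active means inhibition above about 50%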;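 further: GST-tagged GSK-3 alpha with peptide substrate and 25 µM ATP; 0% = DMSO neutral wells and 100% = GW8510 positive control wells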
hERG rescue – compounds protecting human hERG from proarrhythmic drug block | 310,000 tested, 0.51% active | AID 1511 | Q12809 | activation (rescue from dofetilide block), less the hit threshold, % at 10 µM | CHO-hERG, FluxOR thallium flux, dofetilide IC70 present;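 active means activation above the mean of controls blocked by dofetilide plus 5 SD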;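 further: thallium influx through hERG after potassium depolarization seen as dye fluorescence rise; in these data hits start at about 4.7%; inactives centre near -7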
RGS4 act – potentiators or activators of RGS4; HEK293 M3R/inducible RGS4, carbachol calcium flux Fluo4; hits give low values; B-score at 10 µM; 310,000 tested, 0.92% active; AID 463111;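 active means B-score of the integrated calcium signal more than 4 SD below the library mean, with starting fluorescence not abnormally high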;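 further: negative B-score means reduced calcium response which marks RGS4 activation or potentiation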
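test system = M3R-expressing HEK293 line, RGS4 induced by doxycycline | probe or stimulus = carbachol at ECmax as muscarinic agonist stimulus | timing = dye loading 30 min 37 °C, buffer rest 30 min RT | signal = calcium dye Fluo4 fluorescence | evaluation = B score from integrated fluorescence ratio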
Starred values were filed as active, the others as inactive; i = inactive; / = not tested or not shown. Some of the compounds tested, so the mix of outcomes need not match the whole.

SMILES	KCNK9 block	Dyrk1A ADPGlo	KCNK3 block	HDAC3 inh	KCNQ1 act	KCNQ1 block	GSK3B inh	PolyA inhibitor	GSK3A inh	hERG rescue	RGS4 act
CC(=O)Nc1ccc(NC(=O)C(Cc2ccccc2)NC(=O)C2CCCCC2)cc1 (centres undefined)	i	2	i	-11	i	i	3	i	-2	-7	i
Cc1noc(NS(=O)(=O)c2ccc(NC(=O)c3cnc4n(c3=O)CCS4)cc2)c1C	i	0	i	8	i	i	-3	i	1	-13	i
CCCC(=O)N(c1ccc(F)cc1)C1C=CS(=O)(=O)C1 (centres undefined)	i	2	i	1	i	i	-1	i	1	-4	i
CCOc1ccc(Oc2ccc(S(=O)(=O)N3CCOCC3)cc2N)cc1	i	2	i	10	i	i	4	i	-2	-21	i
Cc1ccccc1-c1nn(-c2ccc(F)cc2F)cc1CNCCCO	i	-5	i	6	i	i	1	i	-2	-9	i
COc1cccc(/C=C/C(=O)OCCN2C(=O)c3ccccc3C2=O)c1	i	0	i	10	i	i	2	i	-1	-9	i
CCOC(=O)CN(Cc1sccc1C)C(=O)Nc1ccc(OCC)cc1	i	-2	i	6	i	i	3	i	-1	-9	i
C#CCSc1nnnn1-c1ccc(Br)c(C)c1	i	-1	i	1	i	i	1	i	0	-2	i
N#Cc1ccc(C(=O)OCC(=O)Nc2ccc(S(N)(=O)=O)cc2)cc1	i	-7	i	-2	i	i	1	i	-1	-9	i
Cc1ccc(S(=O)(=O)Nc2ccc(-c3csc(-c4ccccc4)n3)cc2)cc1	i	10	i	0	i	i	-1	i	-2	-3	i
O=C(NCCC1=CCCCC1)c1cnsn1	i	1	i	12	i	i	-10	i	1	-7	i
COc1ccc(CCN2C(=NC(=O)C(C)C)SC3CS(=O)(=O)CC32)cc1OC (centres undefined)	i	/	i	0	i	i	-1	i	1	-8	i
Cc1ccc(S(=O)(=O)NCCC(=O)Nc2nnc(C)s2)cc1	i	1	i	/	i	i	1	i	/	-3	i
CCc1ccc(C(=O)COC(=O)c2cncc(Br)c2)cc1	i	-1	i	-2	i	i	0	i	-4	0	i
CC(C)CN(C(=O)COC(=O)CCc1c[nH]c2ccccc12)c1c(N)n(Cc2ccccc2)c(=O)[nH]c1=O	i	/	i	-2	i	i	1	i	0	-15	i
COCCn1c(SCC(=O)Nc2ccc(NC(C)=O)cc2)nc2c([nH]c3ccccc32)c1=O	i	/	i	-6	i	i	4	i	-2	-2	i
O=C(O)c1ccccc1C(=O)NNc1ccc(F)cc1F	i	2	i	-4	i	i	-2	i	/	-9	i
O=C(Nc1ccc(-c2nc3ccccc3[nH]2)cc1)C1CCCO1 (centres undefined)	i	3	i	0	i	i	0	i	10	-5	i
CCCCn1c(N)c(N(CCOC)C(=O)c2ccc(-c3ccc(C(C)=O)cc3)o2)c(=O)[nH]c1=O	i	5	i	1	i	i	-3	i	1	-15	i
Cc1ccc2nc(-c3ccccn3)cc(C(=O)Nc3ccc4c(c3)OCO4)c2c1	i	/	i	-9	i	i	2	i	-4	-4	i
COC(=O)c1cc2sc(Cl)cc2n1CC(=O)Nc1cccc(SC)c1	-10*	5	i	-10	i	i	3	i	0	-4	i
Cc1ccc(C)c(C(=O)c2ccccc2NC(=O)c2ccccn2)c1	i	-6	i	1	i	i	0	i	-1	-6	i
O=C1SCCC1NC(=O)C(c1ccccc1)c1ccccc1 (centres undefined)	i	/	i	-1	i	i	-2	i	-1	-7	i
N=C(N)SCCc1cccc(CCSC(=N)N)c1	i	-11	i	-2	i	i	4	i	1	-6	i
O=c1[nH]c(CN2CCN(S(=O)(=O)c3ccccc3C(F)(F)F)CC2)nc2sc3c(c12)CCCC3	i	-1	i	0	i	i	-6	i	3	-8	i
Next part.
SMILES	KCNK9 block	Dyrk1A ADPGlo	KCNK3 block	HDAC3 inh	KCNQ1 act	KCNQ1 block	GSK3B inh	PolyA inhibitor	GSK3A inh	hERG rescue	RGS4 act
COc1ccc(S(=O)(=O)N2CCN(c3ccccn3)CC2)cc1[N+](=O)[O-]	i	-3	i	-9	i	i	-2	i	5	-7	i
CN(C)S(=O)(=O)c1cccc(NC(=S)N/N=C/C2CC=CCC2)c1 (centres undefined)	i	/	i	-1	i	i	4	i	0	-25	i
CCc1nnc(NC(=O)c2cc(C)nc3ccccc23)s1	i	8	i	-1	i	i	1	i	-2	-4	i
O=C(CN1C(=O)c2ccccc2S1(=O)=O)c1ccccc1	i	-2	i	2	i	i	2	i	-44	-12	i
CCCn1c(/N=C/c2ccccc2O)nc2ccccc21	i	10	i	-1	i	i	0	i	-2	-10	i
Cc1ccc(NC(=O)CCCCCN2C(=O)c3ccccc3C2=O)nc1	i	4	i	5	i	i	-3	i	4	-6	i
CC1CCN(c2c(NCc3ccc(C(=O)N4CCN(C5CCCCC5)CC4)cc3)c(=O)c2=O)CC1	i	-3	i	4	i	i	0	i	0	-10	i
COc1ccc(CN(Cc2ccc(C(=O)O)cc2)C(=S)Nc2ccccc2C)cc1OC	i	4	i	3	i	i	3	i	13	3	i
Cn1c(SCC(=O)N2CCCc3ccccc32)nc2ccccc2c1=O	i	34	i	0	i	i	-1	i	21	-13	i
NCCCCCc1nnc(SCC(N)=O)o1	i	6	i	2	i	i	-1	i	-2	-2	i
COc1cc(/C=N/n2cnnc2)ccc1Oc1nc(Cl)ncc1F	i	5	i	-5	i	i	2	i	-4	-15	i
O=C(NCc1ccc2c(c1)OCO2)C12CN(Cc3ccccc3)CC1C(c1cccc([N+](=O)[O-])c1)=NO2 (centres undefined)	i	-11	i	1	i	i	-1	i	2	-13	i
O=C(Nc1ccc(Cl)cc1)C1CC=CCC1C(=O)OCC(F)(F)C(F)F (centres undefined)	i	-7	i	0	i	i	-23	i	1	-3	i
Cc1cc(C)nc(NC(=S)Nc2ccc(F)cc2F)c1	i	-4	i	4	i	i	4	i	-3	-14	i
Cc1ccc2c(CN3CCC(C(N)=O)CC3)cc(=O)oc2c1C	i	18	i	-5	i	i	/	i	1	-7	i
CC1(C)CC(=O)C/C(=N\NC(=O)C2CC23CCC3)C1 (centres undefined)	i	0	i	0	i	i	-3	i	0	-10	i
O=S(=O)(Nc1ccc(Cl)cc1)c1ccc(N2CCOCC2)c(NC(=S)NCCN2CCOCC2)c1	i	10	i	8	i	i	-3	i	-1	-15	i
N=c1c2c(n(Cc3ccc(Br)cc3)c3c1CCC3)CCCC2	i	-1	i	-2	i	7*	-1	i	-1	-19	i
O=C(c1ccco1)N1CCN(C(=O)c2ccc(Cn3cc(Br)cn3)o2)CC1	i	9	i	-1	i	i	-2	i	18	-5	i
O=C(Nc1cccc(S(=O)(=O)N2CCCC2)c1)c1cccnc1	i	/	i	1	i	i	2	i	0	-8	i
CNS(=O)(=O)c1cccc(C(=O)OC2CCOC2=O)c1 (centres undefined)	i	2	i	5	i	i	-5	i	1	-11	i
CN(C)CCC(O)c1ccccc1 (centres undefined)	i	/	i	-1	i	i	22	i	-2	-15	i
Cc1ccc(OCc2nnc(SCC(=O)Nc3sc(C)c(C)c3C#N)n2C)cc1	i	-3	i	8	i	i	-2	i	-3	-12	i
Cc1nc2ccccc2c(-c2ccccc2)c1C(=O)c1ccccc1	i	13	i	2	i	i	1	i	2	-15	i
O=C(COc1ccc2c(-c3ccccc3)cc(=O)oc2c1)NCC(O)c1ccccc1 (centres undefined)	i	1	i	2	i	i	1	i	2	-4	i
Other compounds
SMILES	KCNK9 block	Dyrk1A ADPGlo	KCNK3 block	HDAC3 inh	KCNQ1 act	KCNQ1 block	GSK3B inh	PolyA inhibitor	GSK3A inh	hERG rescue	RGS4 act
CN1/C(=C\C(=O)c2cccc(S(=O)(=O)N3CCCCC3)c2)C(C)(C)c2ccccc21	i	2	i	2	i	i	2	i	-1	-6	i
CC1=C(C(=O)OCc2ccccc2)C(c2ccc3c(c2)OCO3)NC(=O)N1CCCC(=O)O (centres undefined)	i	1	i	-4	i	i	4	i	-3	-5	i
CCc1ccc(N(CC)c2ncnc3nc[nH]c23)cc1	i	25	i	4	i	i	-1	i	15	1	i
CCN1CC(CNCc2cn(-c3ccc(OC)cc3)nc2-c2ccccc2Cl)CC1=O (centres undefined)	i	3	i	-4	i	i	-3	i	-2	-12	i
Fc1cccc(NC(=S)NCC(c2cccnc2)N2CCOCC2)c1 (centres undefined)	i	1	i	-2	i	i	2	i	0	-2	i
CC(=O)c1ccc(N2CCN(C(=O)c3ccc4ccccc4n3)CC2)cc1	i	0	i	-1	i	i	0	i	0	-13	i
Cc1ccc(NC(=O)CCc2nc3ccccc3c(=O)[nH]2)cc1S(=O)(=O)N1CCOCC1	i	23	i	-4	i	i	3	i	1	-12	i
CN(C)c1nc(SCc2ccc(Cl)cc2)nc2c1CCCC2	-9.9*	12	i	2	i	i	-1	i	/	-10	i

An excerpt from above in order of molar mass, ascending.
SMILES	KCNK9 block	Dyrk1A ADPGlo	KCNK3 block	HDAC3 inh	KCNQ1 act	KCNQ1 block	GSK3B inh	PolyA inhibitor	GSK3A inh	hERG rescue	RGS4 act
CCc1ccc(N(CC)c2ncnc3nc[nH]c23)cc1	i	25	i	4	i	i	-1	i	15	1	i
CN(C)c1nc(SCc2ccc(Cl)cc2)nc2c1CCCC2	-9.9*	12	i	2	i	i	-1	i	/	-10	i
CC(=O)c1ccc(N2CCN(C(=O)c3ccc4ccccc4n3)CC2)cc1	i	0	i	-1	i	i	0	i	0	-13	i
Fc1cccc(NC(=S)NCC(c2cccnc2)N2CCOCC2)c1 (centres undefined)	i	1	i	-2	i	i	2	i	0	-2	i
O=C(COc1ccc2c(-c3ccccc3)cc(=O)oc2c1)NCC(O)c1ccccc1 (centres undefined)	i	1	i	2	i	i	1	i	2	-4	i
Cc1ccc(OCc2nnc(SCC(=O)Nc3sc(C)c(C)c3C#N)n2C)cc1	i	-3	i	8	i	i	-2	i	-3	-12	i
CCN1CC(CNCc2cn(-c3ccc(OC)cc3)nc2-c2ccccc2Cl)CC1=O (centres undefined)	i	3	i	-4	i	i	-3	i	-2	-12	i
CC1=C(C(=O)OCc2ccccc2)C(c2ccc3c(c2)OCO3)NC(=O)N1CCCC(=O)O (centres undefined)	i	1	i	-4	i	i	4	i	-3	-5	i
Cc1ccc(NC(=O)CCc2nc3ccccc3c(=O)[nH]2)cc1S(=O)(=O)N1CCOCC1	i	23	i	-4	i	i	3	i	1	-12	i
